# D3 ag – agonists of human D3 dopamine receptor. P35462. D3R DiscoveRx beta-arrestin cells, luminescence, 90 min. max activation, %. 0.58% of 410,000 active; in the data active = max activation above about 30%; also: 0% is about no effect; mostly tested at two doses, the higher about 12 µM
# Target sequence (P35462 whole entry, looked up): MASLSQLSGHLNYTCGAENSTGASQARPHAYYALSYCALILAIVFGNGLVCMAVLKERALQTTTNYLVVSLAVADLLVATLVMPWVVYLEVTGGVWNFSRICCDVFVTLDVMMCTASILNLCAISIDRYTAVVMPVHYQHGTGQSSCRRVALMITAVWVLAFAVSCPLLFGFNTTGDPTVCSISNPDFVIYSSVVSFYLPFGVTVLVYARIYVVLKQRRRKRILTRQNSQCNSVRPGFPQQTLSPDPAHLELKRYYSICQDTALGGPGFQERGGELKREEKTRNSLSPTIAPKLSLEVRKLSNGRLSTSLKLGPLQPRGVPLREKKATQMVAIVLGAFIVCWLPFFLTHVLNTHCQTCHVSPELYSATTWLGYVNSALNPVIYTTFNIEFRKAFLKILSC
#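 Cells at 1500/well, incubated overnight, then treated with pinned compounds (dopamine as control) for 90 min at 37 degrees C. DiscoveRx reagent added for 30 - 60 minutes at room temperature; luminescence read.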
# aSyn yeast inh – rescues yeast growth from alpha-synuclein toxicity; Yeast expressing alpha-synuclein, growth rescue, BacTiter-Glo, 24 h; Potency, µM (doses to about 46.1 µM), for the others: at the highest dose growth rescue (activation), actives largely listed as activators; AID 652106; 0.14% of 370,000 active; also: potency is read from the fitted curve at half-maximal effect; % of control where 0% means no effect; nearly all actives have a fitted effect of over 65% in size
#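 Galactose-induced alpha-syn yeast (OD600=0.02, raffinose-pregrown) + pinned cpd, 24 hr, 30 deg C; growth by BacTiter-Glo luminescence. Growth restoration scores as activation.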
# PTHR1 agonist – activates the human parathyroid hormone receptor PTHR1; Q03431; HEK293 GP2 PTHR1 cells, GloSensor cAMP luminescence, 1 h; Potency, µM (titrated, usually from 115 µM), for inactives: at the top dose activation, hits mostly activators; 0.075% of 410,000 active; AID 743266; also: potency is read from the fitted curve at half-maximal effect; nearly all actives have a fitted effect of over 55% in size; some results filed as inactive show a strong effect at the top dose; inactives centre near -15; many of its hits are not listed in these tables
#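 HEK-293-derived GP2 cells expressing PTHR1 and a GloSensor cAMP reporter, 3,000/well, plated overnight, given luciferin plus IBMX (each 0.5 mM as added) for 1 h at 37 °C, then compound for 1 h at 37 °C. Luminescence was read after 15 min at room temperature.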
# GLP-1R agonist – GLP-1 receptor (human) agonism | HEK293 GLP-1R CRE-luciferase, luminescence, 4-6 h; cells express a hypersensitive GLP-1R form | 0.007% of 380,000 active | Potency, µM (top dose mostly 45.6 µM), inactives show top-dose activation, actives largely listed as activators | AID 624172 | P43220; also: potency is read from the fitted curve at half-maximal effect; % of control where 0% means no effect
# Target sequence (P43220 whole entry, looked up): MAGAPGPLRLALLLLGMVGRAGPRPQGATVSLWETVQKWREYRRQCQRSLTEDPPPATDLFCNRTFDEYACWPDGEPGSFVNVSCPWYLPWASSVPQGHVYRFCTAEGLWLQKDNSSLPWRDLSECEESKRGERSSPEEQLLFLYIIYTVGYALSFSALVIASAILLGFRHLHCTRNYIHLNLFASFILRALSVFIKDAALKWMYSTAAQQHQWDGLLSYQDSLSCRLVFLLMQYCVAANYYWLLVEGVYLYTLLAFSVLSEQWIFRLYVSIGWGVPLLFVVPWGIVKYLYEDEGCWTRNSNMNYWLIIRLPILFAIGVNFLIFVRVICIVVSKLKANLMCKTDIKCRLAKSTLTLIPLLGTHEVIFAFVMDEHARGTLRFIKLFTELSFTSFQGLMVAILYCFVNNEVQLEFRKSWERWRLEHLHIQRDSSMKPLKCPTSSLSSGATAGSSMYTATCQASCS
# D3 antag – blocks the human D3 dopamine receptor | D3R cells, DiscoveRx beta-arrestin luminescence, antagonist mode; stronger effect = lower value | max response, negative = inhibition, % | 2.5% of 360,000 active | AID 652054; in the data active = max response below about -50%; inconclusive = no clear call, values can overlap the other calls; also: % is scaled to controls: 0 for no effect and ±100 for the full control effect; mostly tested at two doses, the higher about 12 µM
#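 Cells expressing the human receptor were seeded at 1500 cells/well, incubated overnight at 37 degrees C in 5% CO2, then exposed to library compounds with dopamine controls for 90 minutes at 37 degrees C before luminescent detection.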
# TDP43 rescue – inhibitors of TDP-43 toxicity in yeast; AID 652104; TDP-43 expressing yeast growth rescue, BacTiter-Glo, 24 h; Potency, µM (highest dose often 46.1 µM), without a hit: top-dose growth rescue (activation), usual class: activators; 1.8% of 410,000 active; also: potency is read from the fitted curve at half-maximal effect; % of control where 0% means no effect; nearly all actives have a fitted effect of over 50% in size
#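 Luminescence from BacTiter-Glo reports growth of TDP-43-expressing yeast after 24 hr at 30 deg C with compound. Cells were raffinose-pregrown to mid-log, then seeded in galactose medium at OD600=0.02.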
# GLP-1R inv ag – GLP-1 receptor (human) inverse agonism | HEK293 GLP-1R CRE-luciferase, luminescence, 24 h; GLP-1R form is constitutively active | 1.6% of 410,000 active | Potency, µM (titrated, usually from 38.3 µM), without a hit: at the top dose activity change, negative = inhibition, hits mostly inhibitors; also: potency is read from the fitted curve at half-maximal effect; % is scaled to controls: 0 for no effect and ±100 for the full control effect; nearly all actives have a fitted effect of over 55% in size
#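 HEK293 cells stably co-expressing constitutively active GLP-1R and a cAMP-responsive luciferase reporter were seeded in DMEM with 10% Nu serum, given compounds after 12 h, and incubated 24 h at 37 deg C. Luminescence was then read.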
# GLP1R cytotox – cytotoxic in the GLP-1 receptor inverse agonist counter-screen. HEK293 cAMP-luciferase reporter cells, luminescence, 24 h. Potency, µM (highest dose often 38.3 µM), for the others: top-dose activity change, negative = inhibition, most hits filed as inhibitors. 0.13% of 410,000 active;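 also: loss of luciferase light is scored as toxicity; potency is read from the fitted curve at half-maximal effect; % is scaled to controls: 0 for no effect and ±100 for the full control effect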
#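 To flag toxic compounds, the library was rerun on cells for 24 hr at 37 deg C and 5% CO2. Viability-linked luminescence was captured 12 min after adding luciferase detection reagent.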
# KB-V1 MDR tox – kills drug-selected multidrug resistant KB-V1 cells; KB-V1 MDR cells viability, CellTiter-Glo, 72 h; Potency, µM (highest dose often 46.1 µM), for inactives: at the top dose activity change, negative = cytotoxicity, usual class: cytotoxic; 3.4% of 400,000 active; also: potency is read from the fitted curve at half-maximal effect; % is scaled to controls: 0 for no effect and ±100 for the full control effect; nearly all actives have a fitted effect of over 60% in size
#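 qHTS viability screen in drug-selected KB-V1 MDR cells: 72 h compound treatment at 37 degrees C, ATP luminescence end point.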
# * hit, by the source's call; i = inactive; ? = inconclusive; . = not tested or not shown; & = joins results of further samples; ! = repeats disagree; [ ] = remark or other dose. Unless noted, calls follow the shape of the dose curve; as a rule, active = well fitted curve in the direction sought with a large enough effect; inconclusive = small, poorly fitted or top-dose-only effect, or another doubt; inactive = no such curve, though single readings can be large; an effect the other way counts as inactive or inconclusive.
SMILES,D3 ag,aSyn yeast inh,PTHR1 agonist,GLP-1R agonist,D3 antag,TDP43 rescue,GLP-1R inv ag,GLP1R cytotox,KB-V1 MDR tox
C=CCOc1cccc(C2/C(=C(/O)c3ccccc3)C(=O)C(=O)N2CCN2CCOCC2)c1 (stereo not given),-4,3%,-10%[57.5 µM],-1%,-10,4%,10%,8%,-24%
CC1CC(C)CN(C(=S)Nc2ccc(SC(F)F)cc2)C1 (stereo not given),3,-3%,-23%,-9%,6,19%,?,?,?
O=C1c2ccccc2C(=O)N1Cc1ccccn1,4,-4%,i,10%,7,-3%,6%,-5%,15%
CCC/C(=N/NC(=O)c1csc(C)c1C)c1ccc(Cl)s1,0,6%,i,-6%,14,14%,?,-10%,-6%
COc1ccc(NC(=O)CS(=O)(=O)c2cccc(Cl)c2)cc1,-11,-7%,i,17%,-23,7%,-13%,-5%,15%
Cn1cc(S(=O)(=O)N2CCCCC2)cc1C(=O)N1CCN(c2ccc(F)cc2)CC1,-8,.,i,1%,.,15%,-9%,8%,-18%
Cc1ccc(NC(=O)c2ccc(Oc3ncccn3)cc2)cc1,-4,-8%,-5%,6%,14,.,-14%,1%,0%
O=C(COc1cc(Cl)ccc1Cl)N1CCNC1=O,1,0%,i,12%,0,-8%,-5%,-1%,-3%
CSc1nsc(SCC(=O)Nc2ccc(F)cc2)n1,0,5%,-25%,19%,-10,-10%,-25%,3%,-1%
CN(C(=O)CC(=O)Nc1ccc2nc3n(c(=O)c2c1)CCCCC3)c1ccccc1F,-6,.,i,.,.,-10%,8%,7%,-2%
O=C(NC1CCCCCC1)C1c2ccccc2C(=O)N1Cc1ccco1 (stereo not given),1,4%,i,-7%,23,-20%,0%,-2%,21µM*
Cc1ccccc1S(=O)(=O)N(C)C[C@H]1OCc2cn(nn2)CCCC(=O)N([C@H](C)CO)C[C@@H]1C,-1,11%,i,-2%,0,5%,14%,8%,-9%
CCC(CC)NC(=O)c1cccc(Br)c1,3,-4%,i,8%,4,24%,-18%,-16%,?
Cc1ccc(NC(=O)Nc2nnc(-c3ccccc3F)s2)cc1,0,4%,-17%,-2%,7,7%,15%,-6%,3%
COc1ccc(C=C2SC(=S)N(CCCC(=O)Nc3ccc(C(=O)O)c(O)c3)C2=O)cc1OC,10,9%,i,-5%,6,0%,19%,-20%,14%
CC(=O)Nc1ccc(NC(=O)CSc2nc(=O)n(CCCN3CCOCC3)c3c2CCC3)cc1,-1,0%,i,-2%,8,6%,6%,1%,?
CC(NC(=O)c1ccc2c(c1)OCCO2)C(=O)O (stereo not given),5,-11%,i,0%,17,-8%,-25%,-2%,-6%
Cn1nc(-c2ccc(S(N)(=O)=O)s2)cc1C(F)(F)F,11,2%,-13%,5%,8,-25%,-16%,7%,-7%
COc1ccc(C(=O)Nc2nc3cc(OC)c(OC)cc3c(=O)[nH]2)cc1,-6,0%,-23%[57.5 µM],-11%,10,8%,13%,-7%,-6%
Clc1ccccc1CSc1ncccn1,24,-5%,-9%,2%,15,-3%,14%,20%,-5%
O=C(NCC1COc2ccccc2O1)c1cccc(S(=O)(=O)N2CCCCC2)c1 (stereo not given),0,7%[1.84 µM],-95%[inhibitor],-3%,-4,23%,?,-8%,0%
Cc1ccc(S(=O)(=O)N(C)C)cc1NC(=O)CSc1ccc2c(c1)OCCO2,-5,-1%,-18%,1%,8,20%,5%,9%,0%
CN=C1SC(CC(=O)Nc2sc3c(c2C#N)CCCC3)C(=O)N1C (stereo not given),0,10%,-15%[57.5 µM],-2%,-21,7%,3%,-25%,-17%
CCOC(=O)C1CCCN(C(=O)C2CCN(S(=O)(=O)N3CCC4(CC3)OCCO4)CC2)C1 (stereo not given),2,13%,i,-2%,-3,-14%,6%,-23%,0%
O=C(CSc1cccc[n+]1[O-])NN(c1ccccc1)c1ccccc1,-17,6%,i,-1%,9,-19%,8%,-5%,-10%
O=C1CC(N2CCN(c3ccccc3)CC2)C(=O)N1CCc1ccccc1 (stereo not given),8,-6%,13%,4%,-3,-20%,10%,8%,?
NC(=O)c1cc[n+](CC2=C(C(=O)O)N3C(=O)[C@@H](NC(=O)C(c4ccccc4)S(=O)(=O)[O-])[C@H]3SC2)cc1 (stereo not given in full),-17&-2,11%,-24%,-4%,-25,7%,4%,0%,18%
CN1CCN(Cc2nc3ccccc3c(=O)n2Cc2nc(-c3ccc4ccccc4c3)cs2)CC1,-16&0,-8%&-18%,-6%,0%&-41%,75&33,-27%&-12%,?,?,21µM*!
COc1ccc(S(=O)(=O)N(CC(=O)Nc2ccc(S(=O)(=O)N3CCOCC3)cc2)c2ccccc2)cc1,2,0%,i,-1%,-4,17%,6%,8%,5.2µM*
Cc1cccc(N(C)S(=O)(=O)c2cc3c(cc2C)n(C)c(=O)c(=O)n3C)c1,1,1%,-67%[inhibitor],-6%,20,-7%,5%,-4%,-21%
C/C(=C1/SC(=S)N(CCC(=O)O)C1=O)c1ccc(O)cc1,-21,1%,i,-7%,-21,-11%,10%,-11%,19%
O=C(CCSCc1cccc(Cl)c1)NCCc1ccccc1,6,4%,-21%,15%,-19,26%,?,-10%,-3%
Cn1c(SCC(=O)N2CCCC2=O)nnc1-c1ccccc1F,4,2%,i,0%,16,27%,7%,0%,-2%
CC(=O)c1cccc(NC(=O)CCNC(=O)c2ccccc2Cl)c1,-6,0%,i,16%,0,-1%,-13%,-1%,10%
CN(Cc1ccccc1)C(=O)c1cnc2n(c1=O)CCS2,-5,1%,-8%[57.5 µM],-1%,12,-23%,0%,6%,0%
COc1ccc(NC(=O)C2C3C=CC4(O3)C2C(=O)N(CCCN2CCCC(C)C2)C4C(=O)NC2CCCCC2)cc1 (stereo not given),-7,3%,i,-1%,3,5%,-27%,-23%,0%
O=C(CSCc1ccccc1)Nc1cccc(C(=O)Nc2ccc(C(=O)O)cc2)c1,-4,2%,i,-19%,3,-10%,0%,3%,-3%
CCOC(=O)Cn1c2c(c(-c3ccccc3OC)cc1=O)CCCC2,-6,-15%,-18%,12%,?,17%,-11%,0%,-16%
CNc1ccc(-c2nc(-c3ccccn3)no2)cc1[N+](=O)[O-],-21,.,-84%,.,.,-16%,4%,3%,10%
Cc1cc(C)cc(OC(C)C(=O)NCCCn2ccnc2)c1 (stereo not given),5,2%,i,9%,2,17%,-20%,0%,19%

# Some values from above:
# In KB-V1 MDR tox, Cc1cccc(N(C)S(=O)(=O)c2cc3c(cc2C)n(C)c(=O)c(=O)n3C)c1 shows -21%
# In D3 ag, CC(=O)c1cccc(NC(=O)CCNC(=O)c2ccccc2Cl)c1 shows -6

# Rewritten with values under each structure: 5 of the compounds above
# Each structure is followed by: D3 ag | aSyn yeast inh | PTHR1 agonist | GLP-1R agonist | D3 antag | TDP43 rescue | GLP-1R inv ag | GLP1R cytotox | KB-V1 MDR tox
CC1CC(C)CN(C(=S)Nc2ccc(SC(F)F)cc2)C1 (stereo not given)
    3 | -3% | -23% | -9% | 6 | 19% | ? | ? | ?
O=C1c2ccccc2C(=O)N1Cc1ccccn1
    4 | -4% | i | 10% | 7 | -3% | 6% | -5% | 15%
CCC/C(=N/NC(=O)c1csc(C)c1C)c1ccc(Cl)s1
    0 | 6% | i | -6% | 14 | 14% | ? | -10% | -6%
COc1ccc(NC(=O)CS(=O)(=O)c2cccc(Cl)c2)cc1
    -11 | -7% | i | 17% | -23 | 7% | -13% | -5% | 15%
Cn1cc(S(=O)(=O)N2CCCCC2)cc1C(=O)N1CCN(c2ccc(F)cc2)CC1
    -8 | . | i | 1% | . | 15% | -9% | 8% | -18%

# Next entries:
SMILES,D3 ag,aSyn yeast inh,PTHR1 agonist,GLP-1R agonist,D3 antag,TDP43 rescue,GLP-1R inv ag,GLP1R cytotox,KB-V1 MDR tox
CCOC(=O)N1CCN(C(=O)COc2ccc(Cl)cc2)CC1,12,-5%,-16%[57.5 µM],-9%,-2,-16%,0%,-4%,-23%
Cc1ccc(C)c(N(CC(=O)NC2CCCC2)C(=O)CCC(=O)Nc2nccs2)c1,8,0%,-2%,1%,10,-19%,-17%,-4%,-14%
c1ccc2c(c1)nc(N1CCOCC1)c1ccccc12,0,2%,-34%[inhibitor],6%,17,22%,?,-3%,-6%
Cc1ccc(/C=C/C(=O)O)cc1S(=O)(=O)Nc1ccc2c(c1)OCO2,6,2%,i,5%,0,0%,18%,10%,18%
Cc1ccsc1/C=N/NC(=O)CN1CCN(Cc2ccccc2)CC1,-9,-3%,i,8%,12,3%,?,-13%,13%
COCc1nnc(NC(=O)CCCOc2ccccc2OC)s1,2,-1%,-9%[57.5 µM],3%,15,16%,3%,-7%,-8%
CCC(C)c1ccccc1N1CC(C(=O)NCCCn2nc(C)cc2C)CC1=O (stereo not given),-4,0%,i,-3%,16,14%,10%,-2%,0%
O=C(NCc1cccnc1)c1nn2cccnc2c1Cl,4,-2%,i,17%,9,5%,32%[activator],0%,1%

# An excerpt, so the mix of outcomes need not match the whole.
